GPR55 beta-arrestin: GPR55 agonists via beta-arrestin recruitment, primary screen, imaging, U2OS cells, beta-arrestin-GFP redistribution (AID 1961); one-dose activation, % at 10 µM; EC50 in µM for titrated hits; U2OS GPR55 beta-arrestin-GFP redistribution imaging; higher % means a stronger effect; 0.048% of 290,000 active; G-protein coupled receptor 55 (Homo sapiens);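 active means activation above 40% with more than 50 cells counted in the well; inconclusive means wells holding fewer than 50 cells, flagged as toxic or sparse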;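 further: U2OS osteosarcoma cells stably expressing GPR55 and beta-arrestin-GFP; plate controls were DMSO negative control for no effect and LPI positive control for full effect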
GPR35 antagonists: GPR35 antagonists blocking zaprinast-driven arrestin recruitment, primary screen, imaging, U2OS, beta-arrestin-GFP, zaprinast agonist (AID 2058); G-protein coupled receptor 35 (Homo sapiens); U2OS GPR35 beta-arrestin-GFP translocation imaging, zaprinast antagonism; higher % means a stronger effect; one-dose inhibition, % at 10 µM; IC50 in µM for titrated hits; 0.052% of 290,000 active;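 active means inhibition of at least 50% with at least 30 cells and total cytoplasm GFP at most 10,000,000; inconclusive means under 30 cells or total GFP of 10,000,000 plus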
NOD1 NF-kB reporter: NOD1 signaling inhibitors, primary screen, cell-based, luminescence, uHTS (AID 1578) | NOD1-driven NF-kB luciferase reporter cells, luminescence; higher % means a stronger effect | one-dose inhibition, % at 4 µM; EC50 in µM for titrated hits | 1% of 290,000 active; in the data active means inhibition mostly above about 36%, no sharp cut-off; inactive means mostly below about 34%;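 further: HEK-293T reporter cells stimulated with the NOD1 agonist gamma-tri-DAP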
KOR beta-arrestin-1: KOR antagonists, beta-arrestin recruitment, cell-based, luminescence, uHTS (AID 1778); 0.091% of 290,000 active; KOR beta-arrestin recruitment, luminescence, antagonist mode; higher % means a stronger effect; Kappa-type opioid receptor (Homo sapiens); one-dose inhibition, % at 10 µM; IC50 in µM for titrated hits; in the data active means inhibition above about 50%; further: strong numbers were not always called active
AID2073: inhibitors of Mint1-CaV2.2 protein interaction, biochemical, HTRF (AID 2073) | Voltage-dependent N-type calcium channel subunit alpha-1B (Homo sapiens) | HTRF protein-protein interaction, Mint1-CaV2.2; higher % means a stronger effect | inhibition, % at 20 µM, or IC50 in µM where a hit was titrated | 0.19% of 290,000 active; in the data active means inhibition mostly above about 51%, no sharp cut-off; inconclusive means no clear call, values can overlap the other calls; inactive means mostly below about 53%; further: some results filed as inactive read as strong as hits
SIAH1 antagonists: Siah-1 peptide-binding antagonists, primary screen, biochemical, fluorescence polarization, rhodamine-plectin, uHTS (AID 1817) | E3 ubiquitin-protein ligase SIAH1 (Homo sapiens) | Siah-1 / rhodamine-plectin peptide fluorescence polarization; higher % means a stronger effect | displacement, % at 20 µM; hits with a dose series show IC50 in µM | 0.02% of 290,000 active;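 active means displacement of at least 50% at 20 µM, with a fluorescence ratio check between 0.3 and a set limit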;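 further: plate controls were Siah plus tracer with DMSO for no effect and tracer alone without Siah for full effect; strong numbers were not always called active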
HIV fusion peptide: inhibitors of HIV fusion peptide binding, primary screen, biochemical, uHTS, fluorescence dequenching (AID 1986); cell-free peptide binding, fluorescence dequenching, 30 min; higher % means a stronger effect; inhibition, % at 20 µM; hits with a dose series show IC50 in µM; 0.3% of 290,000 active; in the data active means inhibition mostly above about 52%, no sharp cut-off; inactive means mostly below about 76%; further: some results filed as inactive read as strong as hits
KOR beta-arrestin-2: KOR agonists, beta-arrestin recruitment, primary screen, cell-based, luminescence, uHTS (AID 1777). KOR beta-arrestin recruitment, luminescence; higher % means a stronger effect. activation, % at 10 µM; hits with a dose series show EC50 in µM. 0.02% of 280,000 active. Kappa-type opioid receptor (Homo sapiens); in the data active means activation above about 50%, passing the limit was not always enough; further: a part of the inactive calls stands beside numbers as strong as those of hits
GPR55 LPI antagonism: GPR55 antagonists blocking LPI-driven arrestin recruitment, primary screen, imaging, U2OS, beta-arrestin-GFP, LPI agonist (AID 2013); G-protein coupled receptor 55 (Homo sapiens); U2OS GPR55 beta-arrestin-GFP translocation imaging, LPI antagonism; higher % means a stronger effect; inhibition, % at 10 µM; hits with a dose series show IC50 in µM; 0.13% of 290,000 active;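 active means spots per cell inhibited over 60%, with over 100 cells counted and total cytoplasm intensity under 500,000; inconclusive means wells with under 100 cells, flagged as likely toxic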;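 further: U2OS cells stably carrying GPR55 and arrestin-GFP stimulated by 5 µM LPI near EC80; imaged beta-arrestin-GFP aggregate spots per cell after agonist stimulation; plate controls were LPI-stimulated DMSO wells for no effect and DMSO wells without LPI for full effect; some results filed as inactive read as strong as hits; confirmed hits need IC50 under 10 µM and bright autofluorescent wells are also inconclusive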
An asterisk follows results filed as active; ? = inconclusive; / = not tested or not shown; [ ] = dose if it differs, or a comment. An excerpt, so the mix of outcomes need not match the whole.

SMILES	GPR55 beta-arrestin	GPR35 antagonists	NOD1 NF-kB reporter	KOR beta-arrestin-1	AID2073	SIAH1 antagonists	HIV fusion peptide	KOR beta-arrestin-2	GPR55 LPI antagonism
CC(=O)N(C)c1cccc(-c2ccc3nnc(C)n3n2)c1	0.0%	-7.3%	-5.9%	-2.9%	12.9%	-1.5%	-0.4%	2.8%	1.9%
C=Cn1cc[n+](CC(=O)c2cc(C(C)(C)C)c(O)c(C(C)(C)C)c2)c1	-0.2%	0.9%	-17.5%	-16.0%[20 µM]	-7.0%	-1.7%	-1.6%	0.9%	-10.7%
O=C(O)CCC(=O)N1N=C(c2ccccc2)CC1c1ccc2nccnc2c1 (configuration not stated)	0.5%	-10.8%	-14.5%	17.1%	4.0%	5.9%	2.5%	-1.7%	-6.0%
Cc1ccccc1Nc1cc(C(=O)NCc2ccco2)c2ccccc2n1	-0.3%	9.2%	10.1%	6.0%	1.8%	0.6%	1.9%	17.9%	-0.9%
Nc1c(C(=O)Nc2cccc(Cl)c2Cl)sc2nc(-c3cccnc3)ccc12	-0.2%	-6.8%	-35.1%	-23.0%	36.3%	4.6%	4.0%	2.4%	6.5%
C/C=C(\C)C(=O)NCCN1C2=NC[C@H](Cc3ccc(O)cc3)N2C[C@H]1Cc1ccc(O)cc1	-0.1%	4.7%	10.3%	16.4%	6.4%	-14.1%	-2.8%	-3.2%	-6.2%
COc1cc(OC)c(OC)cc1CNCCNC(=O)c1nonc1N	0.1%	7.5%	-7.2%	8.0%	-8.3%	3.5%	0.3%	1.5%	-1.3%
COc1cccc(C2N(c3cccc(Cl)c3)C(=O)C3CCCN32)c1OC (configuration not stated)	-0.2%	8.5%	-10.2%	12.8%	-2.5%	-4.1%	10.5%	-0.3%	3.0%
Cn1cc([N+](=O)[O-])c(C(=O)N/N=C\c2c[nH]c3ccccc23)n1	-0.1%	-2.6%	-18.0%	-38.8%[20 µM]	-7.9%	0.6%	-2.7%	-0.5%	2.3%
Cc1c(C(=O)Nc2ccccc2F)cnn1-c1ccccc1	-0.3%	8.5%	-51.5%	-20.8%	4.0%	-3.1%	-0.8%	2.3%	17.2%
Cc1ccc(NC(=O)CCC(=O)N/N=C/c2ccc(O)cc2O)cc1	-0.1%	-11.7%	4.0%	4.4%	2.9%	-1.5%	2.2%	-1.5%	2.6%
CCc1cc(CNC(=O)CCc2nnc(CCCc3ccccc3)o2)on1	0.3%	-0.6%	-28.3%	-7.4%[20 µM]	11.7%	0.0%	0.9%	/	3.4%
O=C(Cn1ncc2c1-c1ccccc1OC2)N(Cc1ccco1)C1CCCCC1	-0.1%	9.2%	3.4%	-30.1%	15.3%	0.2%	3.9%	-1.8%	8.2%
CC1(C)CC(=O)c2cc(C(=O)NNc3ccccc3)c(=O)n(-c3ccccc3)c2C1	-0.4%	-6.0%	-38.2%	19.4%	19.6%	16.2%	1.8%	1.3%	6.0%
COc1ccc(NC(=O)CCCC(=O)OCC(=O)c2cccc(OC)c2)cc1	-0.2%	-3.2%	-21.7%	-13.5%	?	-0.5%	0.5%	2.0%	2.1%
O=C1CC(N2CCN(c3ccc(Cl)cc3)CC2)C(=O)N1c1ccc(F)cc1 (configuration not stated)	-0.2%	7.9%	-30.6%	-17.0%	-4.7%	1.9%	-2.2%	-1.4%	6.3%
COC(=O)c1cccc(N(CC(=O)NC2CCCC2)C(=O)CNC(=O)c2cccs2)c1	0.0%	-1.5%	-36.4%	8.1%	8.9%	1.0%	0.8%	0.5%	-4.0%
CN1C(N)=NC(=O)/C1=C\c1ccc(Br)cc1	0.0%	4.7%	5.2%	12.1%	7.0%	-5.3%	0.2%	2.5%	2.5%
COc1ccccc1Nc1ccc([N+](=O)[O-])cc1N	-0.3%	8.5%	-23.9%	31.1%	-32.2%	6.5%	-3.6%	-3.5%	-1.7%
CCOC(=O)C1(C)Oc2ccc(S(=O)(=O)CC)cc2NC1=O (configuration not stated)	1.5%	17.7%	-11.0%	24.4%	-4.2%	-3.4%	-1.2%	-4.5%	6.6%
CCC(C)[C@@H](C(=O)NCC1CCC(C(=O)O)CC1)n1nnc2ccccc2c1=O (some centres not stated)	0.7%	11.1%	-0.7%	-1.3%	0.5%	-1.8%	2.5%	-9.2%	-3.4%
CCCCN1C(=O)/C(=C/C=C2/CC(C)(C)CN2C)SC1=S	-0.3%	1.8%	-22.1%	26.6%	-16.4%	-7.0%	148.9%	-0.2%	8.9%
O=C(NC(Cc1ccccc1)C(=O)O)/C(=C\c1ccc(Br)cc1)NC(=O)c1ccc(Br)o1 (configuration not stated)	-0.2%	-1.2%	-16.6%	-20.2%	-7.0%	1.5%	9.2%	-1.8%	14.0%
CCOc1c(C)cnc2c1c(=O)n(Cc1c(F)cccc1Cl)c(=O)n2C	-0.2%	20.6%	-11.8%	-24.5%	5.2%	3.2%	-0.6%	4.6%	-0.8%
Cc1ccc(S(=O)(=O)N(C)CC(=O)O/N=C(\N)c2ccccn2)cc1	-0.1%	12.6%	/	21.7%	-1.7%	-1.5%	-1.3%	-2.3%	18.1%
CCN(c1ccccc1)S(=O)(=O)c1nnc(NC(=O)c2ccco2)s1	-0.1%	9.5%	-19.0%	-39.2%[20 µM]	18.6%	5.1%	9.4%	6.1%	-4.5%
CC(C)c1ccccc1NC(=O)c1ccc(CN(c2ccccc2)S(=O)(=O)c2ccccc2)cc1	-0.1%	10.6%	-64.2%	-12.0%	10.3%	-0.2%	1.7%	0.7%	7.3%
O=C(c1ccc2c(c1)OCO2)N1CCOCC1	0.5%	-3.8%	-13.0%	-8.0%	10.0%	11.6%	3.1%	-1.7%	6.7%
COc1cc(NC(=O)c2ccc(F)cc2)ccc1NC(=O)c1cc2ccccc2o1	-0.3%	1.0%	2.7%	-5.1%[20 µM]	4.02µM*	-3.2%	2.1%	3.6%	0.1%
CCOC(=O)c1cnc2ccc(C)cc2c1Nc1ccc(N2CCOCC2)cc1	0.0%	18.4%	-17.2%	4.1%	7.4%	2.5%	-4.6%	-1.8%	10.4%
Cc1onc(-c2ccccc2)c1C(=O)NC(=S)NNC(=O)c1cc(-c2ccc(F)cc2)n[nH]1	0.8%	-12.6%	-2.4%	-5.9%	-19.0%	3.8%	44.7%	6.5%	8.5%
O=C(NNc1ccccc1)C(CCO)C(=O)NNc1ccccc1	2.1%	-4.9%	-22.3%	-18.4%	-3.6%	10.8%	-1.9%	-2.5%	9.6%
CC1(C)CCC(=O)C=C1Nc1ccc(F)c(Cl)c1	-0.1%	4.5%	16.7%	8.3%[20 µM]	9.0%	-7.1%	-1.8%	-10.8%	13.6%
Nc1nnc(SCn2nnc3ccccc3c2=O)s1	-0.5%	11.6%	-36.1%	9.5%	10.6%	-5.3%	-1.7%	-1.0%	0.7%
CSc1ccc(C(=O)C2CCCN(C(=O)CCc3cnn(C)c3)C2)cc1 (configuration not stated)	0.7%	-6.5%	-7.6%	1.2%	2.1%	0.2%	0.7%	1.9%	-1.3%
c1csc(-c2nc(N3CCCCC3)no2)c1	-0.1%	-3.2%	-3.9%	-15.6%	7.2%	-5.8%	-0.1%	0.1%	1.6%
CCN(CC)C(=O)c1cc2c(=O)c3cc(F)ccc3oc2nc1C	0.2%	20.0%	-39.4%	-43.2%[20 µM]	0.5%	0.6%	-1.2%	3.7%	-6.8%
CCn1c(-c2ccccc2)c[nH]c1=S	-0.1%	3.9%	-16.6%	4.7%	-4.4%	3.5%	1.4%	0.2%	24.8%
CCOc1ccc(N2CC(C(=O)Nc3nnc(SCCOC)s3)CC2=O)cc1 (configuration not stated)	0.0%	-5.0%	-26.3%	-4.3%	-8.9%	-2.1%	0.4%	-1.4%	21.2%
Cc1cnc(NC(=O)CC(C)c2ccccc2)s1 (configuration not stated)	-0.2%	-8.1%	-11.2%	-28.6%	0.1%	2.0%	0.2%	0.5%	-6.2%
COc1ccc(OCCC(=O)Nc2nccs2)cc1	-0.1%	15.7%	-23.2%	11.3%[20 µM]	1.5%	-0.5%	-0.3%	-5.0%	-10.3%
COc1ccccc1C1=NNC(=NCc2ccccc2)SC1	-0.3%	-4.8%	-31.0%	0.6%	6.4%	3.3%	0.2%	-3.0%	14.8%
CC(=O)N/C(=N/c1nc(C)cc(C)n1)Nc1cccc(C)c1C	0.3%	-7.5%	-3.5%	11.4%	13.9%	2.6%	1.3%	-5.5%	2.6%
COc1ccc(C(=O)NCc2ccc3c(c2)CCO3)cc1	-0.1%	12.5%	-11.6%	-36.2%	0.5%	-0.4%	-0.3%	-2.1%	4.7%
Cc1ccc(N)cc1CN1CCCC1=O	0.0%	5.0%	-5.9%	10.1%	1.4%	3.4%	-3.3%	0.9%	-0.7%

The closing 2 entries of the part before open the next one.
SMILES	GPR55 beta-arrestin	GPR35 antagonists	NOD1 NF-kB reporter	KOR beta-arrestin-1	AID2073	SIAH1 antagonists	HIV fusion peptide	KOR beta-arrestin-2	GPR55 LPI antagonism
COc1ccc(C(=O)NCc2ccc3c(c2)CCO3)cc1	-0.1%	12.5%	-11.6%	-36.2%	0.5%	-0.4%	-0.3%	-2.1%	4.7%
Cc1ccc(N)cc1CN1CCCC1=O	0.0%	5.0%	-5.9%	10.1%	1.4%	3.4%	-3.3%	0.9%	-0.7%
COCCn1c(-c2ccc(Cl)cc2)cnc1SCC(=O)NCc1cccs1	-0.2%	8.3%	-19.3%	-11.2%	1.8%	-0.3%	25.0%	1.5%	0.7%
O=C(c1c(Cl)cccc1Cl)N1CCN(c2ncccn2)CC1	0.0%	8.3%	-3.6%	22.6%	-3.8%	7.6%	-1.2%	-5.9%	17.1%
Cc1[nH]c(=O)c(C#N)cc1-c1csc(-c2ccccc2)n1	-0.1%	0.5%	-3.5%	-13.5%	22.1%	6.9%	1.2%	4.1%	11.4%
CCCN(CCC)CCCNC(=O)C1CCC(CNS(=O)(=O)c2cccc3nsnc23)CC1 (configuration not stated)	-0.2%	-1.5%	-5.8%	-23.6%	-0.5%	-2.6%	0.7%	2.9%	-2.3%
COc1ccc(C(=O)Nc2ccccc2C(=O)Nc2cccc(C)n2)cc1	-0.3%	16.5%	-16.8%	-16.0%[20 µM]	13.2%	-1.6%	-0.1%	-3.1%	9.7%
